Screens: PubChem BioAssay, Sanford-Burnham Center for Chemical Genomics
TIM10 inh – inhibits growth of TIM10 yeast strain; S. cerevisiae TIM10 strain growth, BacTiter-Glo luminescence, 24 h; inhibition, % at 10 µM; 330,000 compounds, 1.4% hits;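 active = inhibition of 40% or more at the single tested concentration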;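 also: wild-type TIM10 isogenic control strain grown at permissive 25 °C; 0% = DMSO yeast wells and 100% = minimal medium wells without yeast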
mIAP activ – mouse IAP activation; activation factor at 10 µM; muIAP, CDP-Star luminescence, 30 min; hits give high values; 1 = vehicle-only enzyme signal, 0 = enzyme-free wells; 330,000 compounds, 0.24% hits; AID 2805;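 active = activation factor of at least 2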; also: the source names both 10 and 20 µM as test concentration; values of inactives mirror those of a sister screen read the other way
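Assay system: mouse IAP enzyme; Reagent: CDP-Star chemiluminescent phosphatase substrate; Compound: DMSO-dissolved test compounds; Incubation: 30 min, room temperature; Technique: luminescence from enzymatic CDP-Star hydrolysis; Controls: DMSO-only wells and no-enzyme negative control.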
beta cell repl – inducers of beta-cell replication in MIN6 cells. MIN6 cells proliferation, ATPlite luminescence, 48 h; cells starved in 0.2% serum; 100% = growth in 10% serum. proliferation, % at 10 µM. 330,000 compounds, 0.29% hits;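 active = compounds whose signal lies at least 3.5 SD above the mean of all wells on their plate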;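 also: 0% = DMSO-treated cells in low-serum medium and 100% = 10% serum control; some compounds called inactive have numbers as strong as hits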
NALP3 yeast inh – NALP3 inhibition in yeast; Yeast reconstituted NLRP3/ASC/caspase-1, beta-gal luminescence, 24 h; inhibition, % at 10 µM; 330,000 compounds, 0.39% hits;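 active = inhibition of 50% or more; inactive = inhibition below 50%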;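 also: plate controls were induced DMSO wells for no effect and uninduced yeast grown without galactose for full effect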
APOBEC3A inh – inhibitors of human APOBEC3A DNA deaminase; inhibition, % at 20 µM; 330,000 compounds, 0.41% hits; P31941; recombinant A3A, FAM/TAMRA ssDNA deamination fluorescence;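 active = at least 40% inhibition at 20 µM here, with at most 30% in a related deaminase screen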;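 also: plate controls were A3A with DMSO for no effect and wells lacking A3A enzyme for full effect; some results filed as inactive read as strong as hits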
Target sequence (P31941 whole entry, looked up): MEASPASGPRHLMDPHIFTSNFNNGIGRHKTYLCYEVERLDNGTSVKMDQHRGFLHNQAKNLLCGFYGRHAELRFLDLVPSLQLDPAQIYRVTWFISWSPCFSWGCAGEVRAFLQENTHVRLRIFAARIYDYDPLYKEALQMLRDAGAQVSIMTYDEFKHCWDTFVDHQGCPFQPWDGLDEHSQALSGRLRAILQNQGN
mIAP block – mouse IAP inhibition | AID 2806 | inhibition, % at 10 µM | 330,000 compounds, 0.2% hits | purified mouse IAP, CDP-Star luminescence, 30 min;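 active = inhibition of at least 40% at 10 µM in the primary screen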;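 also: plate controls were DMSO with enzyme for no effect and no enzyme wells for full effect; values of inactives mirror those of a sister screen read the other way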
tim10-1 inh – growth inhibitors of tim10-1 mutant yeast; inhibition, % at 20 µM; S. cerevisiae tim10-1 ts strain growth, BacTiter-Glo, 24 h; 330,000 compounds, 2.2% hits;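 active = inhibition of at least 40%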;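 also: mutant grown at 25 °C; 0% = DMSO wells with yeast and 100% = wells holding no yeast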
hIAP inh – blocks human intestinal alkaline phosphatase; P09923; purified IAP, CDP-Star luminescence, 30 min; inhibition, % at 10 µM; 330,000 compounds, 0.12% hits;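 active = inhibition reaching a set limit with compound at 10 µM in the primary screen, cut at about 35% in these data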;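 also: plate controls were DMSO wells with enzyme for no effect and no-enzyme buffer wells for full effect; values of inactives mirror those of a sister screen read the other way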
Target sequence (P09923 whole entry, looked up): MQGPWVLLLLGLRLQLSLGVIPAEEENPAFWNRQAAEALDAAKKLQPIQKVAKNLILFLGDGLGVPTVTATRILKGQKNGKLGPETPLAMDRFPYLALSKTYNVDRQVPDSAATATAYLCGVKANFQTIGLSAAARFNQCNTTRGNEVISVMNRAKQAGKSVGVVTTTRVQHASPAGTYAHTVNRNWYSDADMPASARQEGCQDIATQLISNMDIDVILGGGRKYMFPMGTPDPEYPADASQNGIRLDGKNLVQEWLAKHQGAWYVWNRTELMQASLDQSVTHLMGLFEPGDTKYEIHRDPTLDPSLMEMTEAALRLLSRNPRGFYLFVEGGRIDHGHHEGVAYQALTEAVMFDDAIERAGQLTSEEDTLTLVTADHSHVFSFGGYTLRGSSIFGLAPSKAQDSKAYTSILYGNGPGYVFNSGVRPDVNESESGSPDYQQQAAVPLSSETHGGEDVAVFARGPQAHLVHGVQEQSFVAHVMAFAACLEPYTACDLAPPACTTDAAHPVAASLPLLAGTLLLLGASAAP
APOBEC3G inh – blocks human APOBEC3G single-stranded DNA deamination; Q9HC16; recombinant A3G, ssDNA deamination FAM/TAMRA fluorescence; inhibition, % at 20 µM; 330,000 compounds, 0.28% hits; AID 493012;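 active = inhibition of at least 40% at 20 µM, with no more than 30% in the related APOBEC3A deaminase screen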;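 also: plate controls were DMSO wells with A3G for no effect and wells lacking A3G enzyme for full effect; some compounds called inactive have numbers as strong as hits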
An asterisk follows results filed as active; · = no result given.

Each structure is followed by: TIM10 inh | mIAP activ | beta cell repl | NALP3 yeast inh | APOBEC3A inh | mIAP block | tim10-1 inh | hIAP inh | APOBEC3G inh
1) CN=C(Nc1ccccc1)SC1CC(=O)N(c2ccc(C(=O)OC)cc2)C1=O (stereo not given)
→ 38 | 0.94 | 0 | -9 | -1 | 6 | 28 | 9 | -4
2) O=C(COc1ccccc1)Nc1ccccc1C(=O)NC1CC1
→ -10 | 1 | 0 | 16 | -3 | 0 | -10 | 2 | -9
3) CCC(C)(C(=O)NC1CCCCC1)N(Cc1ccco1)C(=O)CC1NC(=O)NC1=O (stereo not given)
→ 5 | 1 | -1 | -1 | 6 | -3 | 10 | 10 | 12
4) CCSc1ncc(Cl)c(C(=O)Nc2ccc(S(N)(=O)=O)cc2)n1
→ -9 | 1 | 2 | 14 | -6 | 0 | 26 | -1 | -7
5) CC1(C)C(=O)Nc2ccccc2N1C(=O)CN1C(=O)C(=O)N(C2CCCC2)C1=O
→ 11 | 0.95 | -3 | 6 | 3 | 5 | 6 | -6 | -7
6) O=C(CSc1nnc(-c2ccncc2)n1-c1ccccc1Cl)Nc1ccc(C(=O)O)cc1
→ 1 | 1.1 | -2 | -6 | -1 | -6 | 13 | -13 | -9
7) CCCCSc1nnc(-c2ccc(C)cc2)o1
→ -10 | 0.99 | 0 | 10 | -4 | 0 | 36 | 7 | -8
8) CCOc1cc(/C=C/C(=O)OCC(=O)NC2CCS(=O)(=O)C2)ccc1OCc1ccccc1 (stereo not given)
→ 3 | 0.91 | -1 | 30 | 1 | 9 | 18 | 13 | -7
9) Cc1cc(OCC(=O)N2CCN(c3ccc(F)cc3)CC2)c2c(C)cc(=O)oc2c1
→ 1 | 1 | -4 | -4 | -3 | -2 | 17 | 0 | -7
10) CC(=O)c1ccc(Cc2cnc(N)s2)cc1
→ 0 | 1.1 | -1 | 11 | 0 | -12 | 9 | -7 | 1
11) O=C(O)C1CC=CCC1C(=O)Nc1ccccc1Cl (stereo not given)
→ -2 | 1 | -1 | -9 | 3 | -2 | -1 | -8 | 1
12) COc1ccccc1NC(=O)C1CCCN1C(=O)NCc1ccccc1 (stereo not given)
→ 0 | 0.96 | 0 | -1 | 5 | 4 | 11 | -4 | 2
13) O=C(Nc1ccccc1-c1ccccc1)c1cccs1
→ 12 | 1 | 2 | -34 | 3 | -2 | 30 | 6 | -1
14) CCC(=O)Nc1ccc2c(c1)ncn2C
→ -1 | 0.95 | 0 | -3 | -2 | 5 | 2 | 5 | -9
15) CCOC(=O)N1CCC(N(C(=O)Nc2ccc(CC)cc2)C(C)CC)CC1 (stereo not given)
→ 11 | 1.3 | -2 | 14 | 2 | -30 | 12 | -18 | 5
16) CC1CCCC(NC(=O)COC(=O)COc2cccc(F)c2)C1C (stereo not given)
→ -6 | 1 | 1 | 5 | -5 | -2 | 16 | -4 | -7
17) CNC(=O)Cn1c(C)cc(=O)c2cccc(OC)c21
→ 11 | 0.95 | 3 | 14 | -7 | 5 | 3 | 1 | -6
18) CCOC(NC(=O)c1ccccc1)C(NC(=O)c1ccccc1)OCC (stereo not given)
→ 8 | 1 | 1 | 7 | 1 | -4 | 8 | 5 | 0
19) O=C(CCc1nc2ccccc2s1)N1CCN(S(=O)(=O)c2cccs2)CC1
→ -2 | 0.99 | -3 | 5 | -4 | 1 | 32 | -2 | -2
20) O=C1C(Cc2ccccc2)Nc2ncnc(N3CCCCC3)c2N1Cc1ccc(Br)cc1 (stereo not given)
→ 21 | 0.91 | -6 | 19 | -3 | 10 | 15 | 0 | -3
21) N#Cc1ccccc1NC(=S)NC(=O)c1cccs1
→ 23 | 0.98 | -5 | -7 | -5 | 2 | 39 | -12 | -8
22) Cc1cc(C)n(-c2nc(NCC(C)O)c3c4c(sc3n2)COC(C)(C)C4)n1 (stereo not given)
→ 6 | 1 | -2 | -5 | -2 | 0 | 31 | -7 | -4
23) Cc1ccccc1CCNC(=O)c1cc(C2CC2)nc2c1cnn2C(C)C
→ 6 | 0.99 | -5 | 19 | 1 | 1 | 0 | 7 | -2
24) Cc1c(NC(=S)NC(=O)c2sc3ccccc3c2Cl)cccc1C(=O)O
→ 9 | 0.97 | -5 | 19 | -1 | 2 | 8 | -15 | -6
25) Cc1noc(C)c1NC(=O)Nc1ccc2c(c1)CC(=O)N([C@H](C)CO)C[C@@H](C)[C@H](CN(C)CC1CCCCC1)O2
→ -8 | 1.3 | -2 | 14 | 0 | -34 | -8 | -15 | -8
26) O=C(NCCC1CCCC1)C1CCC(=O)N(CCCN2CCCC2=O)C1 (stereo not given)
→ 4 | 1 | 0 | 16 | -4 | -2 | -8 | 14 | -5
27) COc1ccc(/C=N/NC(=O)c2cccnc2)cc1CSc1ccccn1
→ 4 | 1 | -3 | -4 | -3 | -3 | 10 | 13 | -4
28) O=C(Cc1ccccc1)N/N=C/C=C/c1ccccc1[N+](=O)[O-]
→ 10 | 0.95 | 7 | 17 | -4 | 5 | 10 | -14 | -7
29) CCc1nnc(NS(=O)(=O)c2ccc(NC(=O)CCC(=O)O)cc2)s1
→ 12 | 1.1 | 1 | 3 | -5 | -8 | -14 | -6 | 15
30) CCOc1cc(C(=O)Nc2ccccc2N2CCOCC2)ccc1OCC(=O)N1CCOCC1
→ -7 | 0.85 | -3 | 1 | -2 | 15 | 5 | 2 | -5
31) CCNC(=S)Nc1cccc(NC(=O)c2ccccc2O)c1
→ -10 | 1 | 2 | 15 | 1 | -4 | -6 | 1 | 2
32) COc1ccc(-c2nc(N)c(C#N)c(-c3cccnc3)c2C)cc1
→ 11 | 1.1 | -3 | -6 | 0 | -10 | 7 | 13 | -7
33) Clc1ccc2c(c1)c1cc(Cl)ccc1n2CN1CCOCC1
→ 51* | 0.95 | -6 | 18 | 1 | 5 | 63* | -10 | 0
34) CCOC(=O)c1c(C)nc(SCC(N)=O)c(C#N)c1-c1ccccc1
→ -1 | 0.86 | 0 | 18 | 3 | 14 | 18 | 1 | -2
35) COc1ccc2c(CC(=O)NCc3ccc4c(c3)OCO4)coc2c1
→ 7 | 0.97 | 3 | 36 | 7 | 3 | 22 | -3 | 13
36) CCN(c1ccccc1)S(=O)(=O)c1nnc(NC(=O)CC(C)C)s1
→ 7 | 1 | -2 | 21 | -3 | -2 | -4 | 3 | -8
37) COC(=O)C(N)Cc1ccc(Cl)cc1 (stereo not given)
→ 3 | 1 | -1 | 13 | 0 | -1 | -6 | 0 | -2
38) Cc1ccc(NC(=S)NNC(=O)c2nn(C)c(C)c2Cl)cc1
→ 12 | 0.91 | 0 | 7 | 0 | 9 | 30 | 13 | 0
39) CCCCn1c(SCC(=O)NC2CCS(=O)(=O)C2)nnc1-c1ccc(OC)cc1 (stereo not given)
→ 2 | 1 | 2 | 5 | 3 | -1 | -8 | 11 | -5
40) COc1ccc(/C=C/c2ccc3cccc(O)c3n2)cc1Br
→ 10 | 0.97 | -2 | -6 | -1 | 3 | 18 | -7 | -5
41) CC(=O)Oc1c(S(=O)(=O)c2ccc(C)cc2)c(C)nn1C(C)(C)C
→ 23 | 1.1 | -4 | 20 | -1 | -8 | 34 | 10 | -3
42) CCCc1c(C(=O)N/N=C(\C)CCc2ccc(OC)cc2)nnn1-c1nonc1N
→ -1 | 0.93 | -2 | 10 | -4 | 7 | 16 | -31 | -6
43) O=C(Nc1ccccc1)c1cc(Cl)nc2ccccc12
→ 4 | 0.9 | -1 | 2 | -3 | 10 | 17 | 18 | 1
44) Cn1c(=O)c(C(=O)NC2CCCCCCC2)c(O)c2ccccc21
→ -15 | 1 | -4 | 9 | -1 | -4 | -5 | -18 | 6
45) Cc1ccc(S(=O)(=O)N2C[C@@H]3[C@H]4CC[C@H](C4)[C@@H]3[C@@H](C)[C@@H]2c2cn(Cc3ccccc3)c3ncccc23)cc1
→ -5 | 0.97 | · | · | 8 | 3 | 11 | · | 4
46) CCOC(=O)C1=C(COC(=O)C(CC)c2ccccc2)NC(=O)NC1C (stereo not given)
→ -10 | 0.94 | 0 | 3 | -1 | 6 | -6 | 3 | 0
47) CCOC(=O)c1c(/N=C/C2=C(O)CC(C)(C)CC2=O)sc2c1CCCC2
→ -6 | 1 | -3 | 13 | -1 | -1 | 12 | -8 | 2
48) CN1CCN(S(=O)(=O)c2ccc(Br)c3nsnc23)CC1
→ -14 | 1 | -4 | 8 | 0 | -4 | 46* | -9 | -3
49) CC1=C(C(=O)OC2CCCCC2)C(c2cccnc2)n2nnnc2N1 (stereo not given)
→ -9 | 1.1 | -1 | -6 | -6 | -7 | 9 | -7 | -9
50) C=C(C)Cn1c(SCC(=O)N/N=C/c2c(O)ccc3ccccc23)nc2ccccc2c1=O
→ 29 | 0.77 | 0 | 23 | 1 | 23 | 33 | 22 | -3
51) Cc1cccc(C)c1NC(=O)c1cnn(-c2ccccc2)c1C
→ -7 | 1.1 | -2 | 24 | -4 | -6 | -15 | 7 | -5
52) O=C(Cc1c(F)cccc1Cl)Nc1cc(S(=O)(=O)N2CCCCC2)ccc1N1CCOCC1
→ 3 | 0.98 | -1 | 7 | 3 | 2 | 13 | 5 | 3
53) CCN(CC)N=Nc1ccc(C(=O)O)cc1
→ 4 | 1 | -2 | 10 | 3 | 0 | -4 | 8 | -3
54) Cc1cccc(OCCCC(=O)NC2CCCCC2)c1
→ 8 | 0.92 | -3 | 16 | -2 | 8 | 9 | 5 | -2
55) N#CNC(N)=Nc1cccc(Cl)c1
→ -5 | 1 | -1 | 29 | 3 | 0 | 14 | -2 | 1
56) CC(=O)Nc1ccc(Nc2ncnc3ccccc23)cc1
→ -1 | 1 | -1 | -6 | -8 | -2 | 0 | 0 | -7
57) CCc1cc2c(Nc3ccccc3O)nc(C)nc2s1
→ 8 | 1.1 | -3 | 10 | -7 | -8 | 5 | -10 | -3
58) O=[N+]([O-])c1ccc(C(O)CN2CCOCC2)cc1 (stereo not given)
→ 2 | 0.97 | -2 | 14 | 3 | 3 | 19 | 2 | -9
59) COc1ccc(Br)cc1CN(C)CC(=O)NCc1ccc(F)cc1
→ 15 | 0.88 | -2 | 14 | -3 | 12 | 7 | -2 | -5
60) Cc1[nH]c(=O)[nH]c(=O)c1NC(=O)c1ccc(OC(C)C)cc1
→ 7 | 1.1 | -3 | 9 | -1 | -6 | 5 | -7 | -2

The results go on:
Each structure is followed by: TIM10 inh | mIAP activ | beta cell repl | NALP3 yeast inh | APOBEC3A inh | mIAP block | tim10-1 inh | hIAP inh | APOBEC3G inh
61) COc1ccc(CCNC(=O)COC(=O)CSc2ccc([N+](=O)[O-])cc2)cc1OC
→ 8 | 0.93 | 3 | 2 | -3 | 7 | 7 | 20 | -4
62) COc1ccc(-c2noc(CN3CCOCC3)n2)cc1OC
→ -1 | 0.99 | -3 | 1 | -3 | 1 | 22 | -7 | -5
63) CN(C)C(=O)CCc1ccc2c3c([nH]c2c1)[C@]1(CCC2CCCC2)[C@@H](C(=O)N2CCOCC2)C[C@H](CC(=O)NCCc2ccccn2)C(=O)N1CC3
→ -6 | 1 | · | · | 2 | -2 | 18 | · | 2
64) COc1ccccc1-n1c(C)nc2cc(C(=O)NCC3CCCO3)ccc21 (stereo not given)
→ 5 | 1.1 | -3 | 8 | -3 | -5 | 11 | -42 | -1
65) CS(=O)(=O)N1CCN=C1SCc1cccc(F)c1
→ -4 | 1 | 5 | 23 | -5 | -2 | 16 | 13 | -8
66) Cc1cc(OCC(O)CN2CCCC2)ccc1C(C)C (stereo not given)
→ -1 | 1 | 0 | 1 | -6 | -2 | -10 | -11 | -6
